TDP1 cell CPT – qHTS for Inhibitors of human tyrosyl-DNA phosphodiesterase 1 (TDP1): qHTS in cells in presence of CPT. chicken DT40 Tdp1-/-;hTDP1 cells + 20 nM CPT, ATP luminescence, 48 h. Potency, µM (titrated, usually from 46.2 µM), for inactives: at the highest dose activity change, negative = growth inhibition, most hits filed as inhibitors. 12% of 420,000 active; also: nearly all actives have a fitted effect of over 55% in size
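Chicken DT40 Tdp1-/- cells stably complemented with human TDP1 were seeded at 400 cells/well in medium containing 20 nM camptothecin, exposed to pin-transferred compounds, and grown at 37 °C for at least 48 hr. Viability was read as ATP luminescence.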
DT40 TDP1 no CPT – qHTS for Inhibitors of human tyrosyl-DNA phosphodiesterase 1 (TDP1): qHTS in cells in absence of CPT; AID 686978, 2013; Potency, µM (top dose mostly 46.2 µM), inactives show top-dose activity change, negative = growth inhibition, actives largely listed as inhibitors; 15% of 420,000 active; DT40 Tdp1-/- hTDP1 cells, no CPT, ATP luminescence, 48 h; also: nearly all actives have a fitted effect of over 55% in size
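Camptothecin absent (DMSO only). Human TDP1-complemented DT40 knockout cells, 400 cells/well, 37 °C for minimum 48 hr; ATP measured via CellTiter-Glo, 30 min dark incubation, luminescence.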
GCN5L2 inh – qHTS Assay for Inhibitors of GCN5L2. GCN5L2 HAT assay, ThioGlo1 CoA-SH fluorescence. 0.21% of 390,000 active. Potency, µM (doses to about 58.9 µM), for inactives: top-dose activity change, negative = inhibition, hits mostly inhibitors. Histone acetyltransferase KAT2A (Homo sapiens), Q92830. AID 504327, 2011
Target sequence (Q92830 whole entry, looked up): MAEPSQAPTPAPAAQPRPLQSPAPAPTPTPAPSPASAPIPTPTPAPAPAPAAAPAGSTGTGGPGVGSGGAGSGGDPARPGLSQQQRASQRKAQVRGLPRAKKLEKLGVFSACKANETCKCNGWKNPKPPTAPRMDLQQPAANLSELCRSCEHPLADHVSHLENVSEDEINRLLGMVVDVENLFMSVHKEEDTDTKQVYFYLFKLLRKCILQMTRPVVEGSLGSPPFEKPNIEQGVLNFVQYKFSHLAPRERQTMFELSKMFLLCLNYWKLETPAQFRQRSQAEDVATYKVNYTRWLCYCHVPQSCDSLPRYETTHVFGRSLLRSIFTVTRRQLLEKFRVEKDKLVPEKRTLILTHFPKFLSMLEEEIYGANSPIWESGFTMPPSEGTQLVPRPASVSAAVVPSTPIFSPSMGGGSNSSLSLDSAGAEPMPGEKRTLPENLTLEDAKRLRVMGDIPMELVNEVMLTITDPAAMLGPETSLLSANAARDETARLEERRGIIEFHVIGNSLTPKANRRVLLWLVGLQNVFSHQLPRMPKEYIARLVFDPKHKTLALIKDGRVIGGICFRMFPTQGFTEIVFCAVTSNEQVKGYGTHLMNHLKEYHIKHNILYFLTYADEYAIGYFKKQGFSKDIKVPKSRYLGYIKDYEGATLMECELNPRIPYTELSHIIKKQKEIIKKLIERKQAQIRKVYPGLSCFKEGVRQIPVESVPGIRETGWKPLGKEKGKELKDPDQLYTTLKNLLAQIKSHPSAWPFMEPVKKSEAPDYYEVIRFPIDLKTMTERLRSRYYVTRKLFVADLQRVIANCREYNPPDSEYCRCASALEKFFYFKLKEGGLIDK
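Titration-based screen in which CoA formation is detected via maleimide probe ThioGlo1 (50uM) turning fluorescent on thiol reaction; substrates H3(1-25) 75uM and acetyl-CoA 70uM, GCN5L2 20nM, 20 min incubation at room temperature.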
The depositor's hits bear a star; ? = inconclusive; . = not tested or not shown; [ ] = another dose, or the depositor's remark. Calls follow the shape of the dose curve; as a rule, active = well fitted curve in the direction sought with a large enough effect; inconclusive = small, poorly fitted or top-dose-only effect, or another doubt; inactive = no such curve, though single readings can be large; an effect the other way counts as inactive or inconclusive. % is scaled to controls: 0 for no effect and ±100 for the full control effect; potency is read from the fitted curve at half-maximal effect. Not a hit list; overall some 18% were active at least once.

A first look, 3 compounds:
SMILES	TDP1 cell CPT	DT40 TDP1 no CPT	GCN5L2 inh
COCCn1nc2cc(C(=O)NCC34CC5CC(CC(C5)C3)C4)ccc2c1OC	-24.7%	?	-6.7%
Cc1cc(C)c(OCC(=O)OCCNC(=O)c2cccnc2)c(C)c1	-24.8%	-2.1%	50.7%[activator]
CC(=O)c1cnc2c(-c3ccccc3)c(C)nn2c1C	-14.8%	-0.3%	-2.8%

This part in full, repeating the preview:
SMILES	TDP1 cell CPT	DT40 TDP1 no CPT	GCN5L2 inh
COCCn1nc2cc(C(=O)NCC34CC5CC(CC(C5)C3)C4)ccc2c1OC	-24.7%	?	-6.7%
Cc1cc(C)c(OCC(=O)OCCNC(=O)c2cccnc2)c(C)c1	-24.8%	-2.1%	50.7%[activator]
CC(=O)c1cnc2c(-c3ccccc3)c(C)nn2c1C	-14.8%	-0.3%	-2.8%
CCN(CC)Cc1c(NC(=O)c2ccccc2)sc(C)c1C	-4.3%	?	-8.0%
COc1ccc(C2NC(=S)NC(C)=C2C(=O)c2ccccc2)cc1OC (stereo not given)	20.0%	-22.8%	-1.2%
CCCSc1ncc(Cl)c(C(=O)Nc2ccc(OC)cc2OC)n1	?	-17.7%	-2.2%
Cc1ccc(S(=O)(=O)CCc2nnc(NC(=O)COc3cccc(C)c3)s2)cc1	?	?	-5.8%
COc1ccc(-c2nc(CC(=O)O)cs2)cc1	2.2%	-24.5%	1.3%
Cc1cccc(C(=O)N[C@H](C(=O)OCC(=O)NC2CCS(=O)(=O)C2)C(C)C)c1 (stereo not given in full)	1.8%	-18.2%	-4.9%
Cc1cccc(C)c1NC(=O)C1(C)CN(S(C)(=O)=O)CC(=O)N1CCOc1ccccc1 (stereo not given)	-7.9%	-5.8%	.
Cc1ccc(SCC(=O)Nc2ccccc2N2CCOCC2)cc1	?	?	-2.3%
O=C(Nc1cccnc1)c1ccc2c(c1)C(=O)N(CC1CCCO1)C2=O (stereo not given)	-9.9%	10.6%	4.1%
CCCn1c2ccccc2c2cnn(CC(=O)NCCCOC(C)C)c(=O)c21	23.1µM*	?	0.6%
Nc1cccc(OCCCCCOc2cccc(N)c2)c1	-17.9%	16.4µM*	.
O=C(CN1CCC(NC(=O)Nc2ccc(F)cc2)CC1)Nc1ccccc1[N+](=O)[O-]	?	20.6µM*	0.5%
CSc1nnc2sc3cc(C)ccc3n12	-1.2%	-22.5%	.
COc1ccc(S(=O)(=O)CC(=O)Nc2ccccc2Cl)cc1	0.2%	2.0%	-4.7%
Cc1nc(SCc2ccc([N+](=O)[O-])cc2)n[nH]1	22.9%	-14.3%	-3.3%
COC(=O)c1cc(OC)c(OC)cc1NC(=O)CSc1ccc(C)cc1	?	?	-4.7%
CC(=C1C(=O)c2ccccc2C1=O)N1CCc2ccccc2C1	-7.0%	-1.9%	1.3%
Cn1cnnc1SCC(=O)c1cccc([N+](=O)[O-])c1	-1.3%	-10.8%	-4.1%
CN=c1scc(-c2ccc(F)cc2)n1/N=C/c1ccc(O)c(O)c1	1.16µM*	0.82µM*	-15.7%
O=C(/C=C/c1ccc(Cl)cc1)N1CCN(c2ccccn2)CC1	-13.9%	?	-1.1%
CC(C)(C)NCC(O)COc1c(F)cc(Br)cc1F (stereo not given)	-1.4%	-10.6%	-14.1%
CCOc1ccc(NC(=O)CSc2nc(-c3cccs3)cc(C(F)(F)F)n2)c([N+](=O)[O-])c1	-24.5%	?	-1.5%
O=C(c1cccc(S(=O)(=O)N2CCc3ccccc3C2)c1)N1CCN(c2ccccc2)CC1	?	?	-3.9%
COc1ccc(C2=CSC3=NCCN23)cc1[N+](=O)[O-]	4.7%	10.3%	0.4%
COc1ccc([C@H]2CC(=O)C=C(c3cccc(Cl)c3)C2)cc1	?	?	?
CCOc1ccc(CCNC(=O)C2CCN(S(=O)(=O)N3CCOCC3)CC2)cc1OCC	-20.3%	-16.2%	-15.2%
O=C(COc1ccc(F)cc1)N(c1ccccn1)C1CCCCC1	?	?	-2.6%
Cc1ccc(Cl)cc1NC(=O)Cn1c(C)csc1=O	0.2%	-14.8%	-2.4%
COc1ccc(CCC(=O)Nc2nccs2)cc1OC	-16.2%	-27.0%	-0.3%
COC(=O)N/N=C(\C)c1ccc(Br)cc1	13.4%	3.7%	-6.7%
C=C(C)CNC(=S)NNC(=O)CCn1c2ccccc2c2ccccc21	?	?	-3.3%
Cn1c(SCc2nc3ccccc3s2)nnc1-c1cccs1	3.0%	-10.6%	0.2%
CCN(CC)C(=O)C1=C(C)N(Cc2ccc(OC)cc2)C(=O)C(CC(=O)NCC2CCCCC2)C1 (stereo not given)	?	20.6µM*	.
Oc1ccc(-c2csc(-c3c[nH]c4ccccc34)n2)c(O)c1	?	?	-6.7%
COCCNC(=O)c1ccc(CSCc2cccc(Cl)c2)o1	?	?	-11.5%
CC(C)(C)c1nc(SCC(=O)Nc2ccc(N3CCOCC3)cc2)c2ccccc2n1	?	?	-1.6%
CCc1cccc(NC(=O)C2CCN(S(=O)(=O)c3ccc4c(c3)CC(C)N4C(C)=O)CC2)c1 (stereo not given)	16.4µM*	20.6µM*	-7.1%
Cc1cnc(CN(C)Cc2nc(Cc3cccc(C(F)(F)F)c3)no2)[nH]1	18.6%	-11.3%	8.5%
CCC(C)NC(=O)CN1C(=O)CC(C)(C)S(=O)(=O)c2ccccc21 (stereo not given)	5.8%	-10.6%	-3.2%
Cc1cc(C)cc(NC(=O)c2cccc(NC(=O)C3C4CC5OC(=O)C3C5C4)c2)c1 (stereo not given)	-4.9%	0.4%	-12.5%
Cc1ccc(S(=O)(=O)Nc2cc(S(=O)(=O)N3CCCCC3)ccc2N2CCOCC2)cc1	12.5%	-15.8%	2.3%
CSCC(C)N1CCC(n2nccc2NC(=O)CCc2ccccc2)CC1 (stereo not given)	-10.8%	24.0%	-3.7%

A few values from above.
Reading for CN=c1scc(-c2ccc(F)cc2)n1/N=C/c1ccc(O)c(O)c1 in DT40 TDP1 no CPT: 0.82µM*
Reading for CCCSc1ncc(Cl)c(C(=O)Nc2ccc(OC)cc2OC)n1 in DT40 TDP1 no CPT: -17.7%
Reading for CSCC(C)N1CCC(n2nccc2NC(=O)CCc2ccccc2)CC1 (stereo not given) in TDP1 cell CPT: -10.8%
Reading for Cc1cc(C)cc(NC(=O)c2cccc(NC(=O)C3C4CC5OC(=O)C3C5C4)c2)c1 (stereo not given) in GCN5L2 inh: -12.5%
Reading for Nc1cccc(OCCCCCOc2cccc(N)c2)c1 in TDP1 cell CPT: -17.9%

Following part.
SMILES	TDP1 cell CPT	DT40 TDP1 no CPT	GCN5L2 inh
CCC(C)NC(=O)C1CCN(S(=O)(=O)c2ccc3c(ccn3CC)c2)CC1 (stereo not given)	-11.5%	-18.0%	12.9%
O/N=C1\CCCc2c1nc(-c1ccccc1F)n2O	14.1%	-16.0%	-10.4%
COc1ccc(Cl)cc1S(=O)(=O)N(C)CC(=O)NCc1ccc2c(c1)OCO2	2.9%	-3.2%	-1.9%
O=c1[nH][nH]c2c1[C@H](c1ccc(Cl)cc1)O[C@H](C1CC1)C2	?	-25.7%	.
Cc1ccc(S(=O)(=O)N2CCOCC2)cc1NC(=O)c1cc2ccccc2oc1=O	-7.4%	?	0.2%
C=CCNC(=O)c1cnc(-c2ccccc2)nc1-c1ccccc1	1.3%	?	4.4%
Fc1ccccc1Cc1noc(CN2CCCC(CN3CCOCC3)C2)n1 (stereo not given)	21.3%	-1.0%	-2.5%
CCC1(C)CC(c2csc(N)n2)CCO1 (stereo not given)	-12.8%	-3.1%	.
C#CCNC(=O)c1cccn1-c1ncc(C(F)(F)F)cc1Cl	-20.2%	-3.1%	0.3%
CC(=O)Nc1ccc(/C(C)=N/NC(=O)C2CC2c2ccccc2)cc1 (stereo not given)	5.2%	-12.4%	-9.3%
COc1ccc(-c2cc(C(=O)N3CC4(C)CC3CC(C)(C)C4)no2)cc1OC (stereo not given)	?	16.4µM*	-13.1%
CCCc1n[nH]c(=S)n1Cc1ccco1	-3.6%	-4.8%	-6.3%
O=C(COC(=O)c1ccc(OC(F)F)cc1)Nc1cccc(S(=O)(=O)NC2=NCCC2)c1	-15.0%	3.3%	-6.0%
O=C(Nc1ccc(Cl)c(S(=O)(=O)N2CCOCC2)c1)C1CCC1	-19.8%	-14.4%	2.8%
O=c1c(O)cccc2cc(O)c(O)c(O)c12	?	20.6µM*	?

Three structures already listed, arranged by molecular weight, lowest first.
SMILES	TDP1 cell CPT	DT40 TDP1 no CPT	GCN5L2 inh
O=c1[nH][nH]c2c1[C@H](c1ccc(Cl)cc1)O[C@H](C1CC1)C2	?	-25.7%	.
CC(C)(C)NCC(O)COc1c(F)cc(Br)cc1F (stereo not given)	-1.4%	-10.6%	-14.1%
Cn1c(SCc2nc3ccccc3s2)nnc1-c1cccs1	3.0%	-10.6%	0.2%

Next section
SMILES	TDP1 cell CPT	DT40 TDP1 no CPT	GCN5L2 inh
CCCCn1nc2cc(C(=O)NCc3ccc4c(c3)OCO4)ccc2c1OCC	4.2%	-8.9%	-2.6%
CCN(CC)CCNC(=O)C1c2ccccc2Oc2ccccc21	-7.1%	24.0%	5.4%
O=C(CSc1nc(-c2ccccc2)cs1)Nc1ccccc1[N+](=O)[O-]	-1.0%	-12.5%	-8.3%
CCN1CCN(C(=S)c2ccc(OCC(=O)Nc3ccc(OC)cc3)cc2)CC1	?	?	.
CC(C)C[C@H]1COc2cc(N3CCC[C@H]3CO)ccc2S(=O)(=O)N1	-25.3%	-18.2%	.
CCOC(=O)C(NC(=O)Nc1ccc(F)cc1F)(Oc1ccccc1)C(F)(F)F (stereo not given)	6.8%	-1.0%	-2.8%
Cn1c(=O)[nH]c(=O)c2c1nc(NC1CCCCC1)n2CCO	0.1%	-11.0%	-9.6%
CCc1ccc(C(=O)NCc2cccs2)s1	?	?	0.2%
COc1ccccc1NC(=O)COC(=O)C1CC(=O)N(c2ccc3c(c2)OCCO3)C1 (stereo not given)	-0.7%	3.5%	-6.1%
N#Cc1c(N)nc2c3c(sc(=N)c2c1N)NC(=O)CC3c1ccccc1 (stereo not given)	5.4%	?	-2.3%
CCNC(=O)NCCc1c[nH]c2ccc(Cl)cc12	-24.0%	0.8%	-0.6%
CCCCNC(=O)CSc1nc2nc(C)c(Cc3c(F)cccc3Cl)c(C)n2n1	?	?	0.1%
CCC1CN(C(=O)N2CCC(C(=O)NCc3ccc(F)cc3)CC2)c2ccccc2O1 (stereo not given)	-29.8%	-13.6%	-1.1%
O=C(O)c1ccc(NS(=O)(=O)c2ccc3c(c2)OCCCO3)cc1	6.1%	-0.2%	-2.8%
O=C(CSc1n[nH]c(=O)n1C1CC1)NCc1ccccc1Cl	-6.4%	14.7%	-15.5%
COc1ccc(Cc2nnc(Nc3ccccc3OC)[nH]c2=O)cc1	7.2%	-21.8%	-7.3%
COc1cc(NC(=O)c2ccc(N3CC4CC(C3)c3cccc(=O)n3C4)c(NC(=O)c3ccncc3)c2)cc(OC)c1OC (stereo not given)	4.1%	4.4%	-8.9%
Cc1ccc(Nc2nc3ccc(C)cc3nc2-n2nc(C)cc2C)c(C)c1	-1.2%	2.3%	-8.9%
COc1cc(/C=N/NC(=O)CCn2nc(C)cc2C)ccc1O	0.9%	2.3%	2.7%
COc1ccc(C2(c3ccc(OC)cc3)NC(=O)N(Cn3nnc4ccccc4c3=O)C2=O)cc1	20.6µM*	?	-8.9%
CC(C)(C)OC(=O)N1CCC[C@H]1C(=O)N/N=C/c1cccc2nccnc12	-18.9%	?	-1.2%
CCn1c(/C=C/c2ccc([N+](=O)[O-])o2)nc2ccccc2c1=O	1.3µM*	2.59µM*	-25.9%
N#C/C(=C\c1ccccc1)C(=O)Nc1cc(S(=O)(=O)N2CCOCC2)ccc1N1CCCC1	-21.7%	?	-20.8%
Cc1ccc(-n2c(N)c(C(=O)NCc3cccnc3)sc2=S)cc1	?	?	?
Cn1nc(C(=O)N2CCN(S(=O)(=O)c3ccccc3)CC2)c2ccccc2c1=O	-16.0%	-18.6%	-1.5%
Cc1nc(N2CCN(Cc3ccccc3)CC2)[nH]c(=O)c1C	2.0%	-11.6%	0.4%
CN(C)c1ncc(C(=O)NCc2ccccc2Cl)cn1	-4.8%	-2.8%	0.8%
Cc1cccc(NC(=O)CN2C(=O)c3cccnc3Oc3ccc(Cl)cc32)c1C	-98.3%	20.6µM*	-4.4%
O=C(CN1CCN(S(=O)(=O)c2ccc(Br)cc2)CC1)N/N=C/c1cc([N+](=O)[O-])ccc1Cl	?	?	-3.0%
CC(C)(C)c1ccc(-n2ncc3c2CCCC3NC(=O)CN2CCOC2=O)cc1 (stereo not given)	18.4µM*	16.4µM*	-1.3%
O=C(NCc1cccc(Cl)c1)c1ccc2c(Cl)c3c(nc2c1)CCCC3	?	14.6µM*	-4.0%

Assay outcomes (PubChem BioAssay)
